From PubChem BioAssay
APEX1 inh: APE1 (human) endonuclease inhibition. P27695. recombinant APE1, TAMRA/BHQ-2 abasic DNA cleavage fluorescence. Potency, µM (top dose mostly 65.8 µM), for inactives: at the top dose activity change, negative = inhibition, most hits filed as inhibitors. 350,000 tested, 0.35% active. AID 2517;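 further: potency means the concentration at half of the fitted maximal effect; plate controls were vehicle for no effect and reference inhibitor for full effect; nearly all actives have a fitted effect of over 55% in size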
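APE1 at 0.75 nM preincubated 15 min at room temperature with compound. Reaction then started with 50 nM double-stranded THF-abasic substrate labelled with TAMRA/BHQ-2, and 525/598 nm fluorescence read kinetically. Activity taken as third-minus-first read difference, normalized to DMSO and NSC13755 controls.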
Pol kappa inh: inhibitors of human DNA polymerase kappa; Q9UBT6; purified Pol kappa, fluorescent DNA synthesis assay, 10 min; Potency, µM (top dose mostly 107 µM), for inactives: top-dose activity, negative = inhibition, most hits filed as inhibitors; 400,000 tested, 0.53% active; AID 588579; further: potency means the concentration at half of the fitted maximal effect; on the % scale 0 is the no-effect control and ±100 the full control effect
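Inhibition of 10 nM Pol kappa is measured by a fluorescent read-out at 0 and 10 min following addition of 50 nM substrate (final), with a 15-min room-temperature compound preincubation.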
ALOX12 inh: inhibitors of human 12S-lipoxygenase ALOX12. AID 1671190. purified 12hLO, xylenol orange hydroperoxide absorbance. 580,000 tested, 1.1% active. Potency, µM (top dose mostly 108 µM), for the others: at the highest dose activity change, negative = inhibition, most hits filed as inhibitors. P18054; further: potency means the concentration at half of the fitted maximal effect; on the % scale 0 is the no-effect control and ±100 the full control effect
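Purified human 12hLO at 150 nM in 25 mM Hepes, 0.01% Triton X-100, pH 7.0, preincubated 15 min at room temperature with compound. Reaction started with 40 uM arachidonic acid, 30 min at room temperature. Hydroperoxide measured by Fe-xylenol orange, 573/405 nm absorbance ratio.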
Apoferritin bind: candidate novel general anesthetic via apoferritin binding. P02791. apoferritin/1-aminoanthracene competitive binding, fluorescence. Potency, µM (doses to about 77.5 µM), inactives show at the top dose activity change, negative = displacement, actives largely listed as inhibitors. 350,000 tested, 0.074% active. AID 485281; further: potency means the concentration at half of the fitted maximal effect; on the % scale 0 is the no-effect control and ±100 the full control effect; nearly all actives have a fitted effect of over 20% in size
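Read-out: endpoint 1-AMA fluorescence, excitation 380 nm and emission 535 nm, after compounds sit 10 min at room temperature with 10 uM horse-spleen apoferritin in 50% saturated 1-AMA/PBS. Values come from four-parameter Hill fits.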
TRHR ag: activates the human TRH receptor; activation, % at 2 µM; 360,000 tested, 0.18% active; P34981; TRHR cells, calcium flux fluo-8, FDSS agonist mode; in the data active means activation above about 30%; further: 0% is about no effect
Target sequence (P34981 whole entry, looked up): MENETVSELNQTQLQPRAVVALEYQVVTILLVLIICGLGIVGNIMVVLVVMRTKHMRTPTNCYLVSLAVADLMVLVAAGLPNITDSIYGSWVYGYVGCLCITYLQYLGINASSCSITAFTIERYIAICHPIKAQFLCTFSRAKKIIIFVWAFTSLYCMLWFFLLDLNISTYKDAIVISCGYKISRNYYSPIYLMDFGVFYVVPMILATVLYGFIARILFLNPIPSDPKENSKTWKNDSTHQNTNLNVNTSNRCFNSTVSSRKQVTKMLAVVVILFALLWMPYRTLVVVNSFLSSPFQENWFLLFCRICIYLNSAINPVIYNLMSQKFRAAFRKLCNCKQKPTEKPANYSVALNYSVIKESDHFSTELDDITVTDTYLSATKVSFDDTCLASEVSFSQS
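In this calcium-flux screen, cells bearing human TRHR are dye-loaded with fluo-8, baselined for 10 cycles, then exposed to library compounds; positive kinetic calcium responses during the agonist phase mark hits, with TRH as control.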
POLB inh: DNA polymerase beta (human) inhibition; P06746; Pol beta primer extension/strand displacement, fluorescence kinetic; Potency, µM (highest dose often 114 µM), for the others: at the highest dose activity change, negative = inhibition, hits mostly inhibitors; 340,000 tested, 1.3% active; further: potency means the concentration at half of the fitted maximal effect; on the % scale 0 is the no-effect control and ±100 the full control effect
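Reaction started by 50 nM substrate onto compound-treated Pol beta (10 nM, 15 min preincubation, room temperature); plates read at 0 min and 10 min. Normalized concentration-effect data fitted by four-parameter Hill equation.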
Pol iota inh: blocks human DNA polymerase iota activity; Q9UNA4; Pol iota fluorescent replication assay, 10 min; Potency, µM (top dose mostly 115 µM), for inactives: at the highest dose activity, negative = inhibition, hits mostly inhibitors; 390,000 tested, 1% active; AID 588590; further: potency means the concentration at half of the fitted maximal effect
Target sequence (Q9UNA4 whole entry, looked up): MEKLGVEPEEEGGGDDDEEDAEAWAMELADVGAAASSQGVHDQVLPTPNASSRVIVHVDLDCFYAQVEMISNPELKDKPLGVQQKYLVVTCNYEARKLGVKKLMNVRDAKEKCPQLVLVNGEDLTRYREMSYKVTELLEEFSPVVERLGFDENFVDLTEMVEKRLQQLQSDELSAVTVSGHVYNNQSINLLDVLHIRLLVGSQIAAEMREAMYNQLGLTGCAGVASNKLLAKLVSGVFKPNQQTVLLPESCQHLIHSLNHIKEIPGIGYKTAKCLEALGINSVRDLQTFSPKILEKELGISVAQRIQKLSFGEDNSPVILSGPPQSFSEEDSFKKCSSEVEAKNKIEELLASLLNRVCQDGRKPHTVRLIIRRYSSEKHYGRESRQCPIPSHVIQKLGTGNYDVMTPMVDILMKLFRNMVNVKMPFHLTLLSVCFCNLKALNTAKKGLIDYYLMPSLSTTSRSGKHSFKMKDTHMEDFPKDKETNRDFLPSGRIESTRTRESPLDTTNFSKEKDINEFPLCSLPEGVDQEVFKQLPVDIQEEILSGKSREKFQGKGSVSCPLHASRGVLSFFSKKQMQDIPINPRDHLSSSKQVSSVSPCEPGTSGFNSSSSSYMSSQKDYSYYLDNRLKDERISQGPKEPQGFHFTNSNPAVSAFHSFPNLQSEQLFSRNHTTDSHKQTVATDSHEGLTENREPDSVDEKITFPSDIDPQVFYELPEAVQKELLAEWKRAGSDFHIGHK
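Fluorescent replication assay read twice, at 0 min and 10 min after adding 50 nM (final) substrate. Enzyme (10 nM) and compounds were first incubated 15 min at room temperature; enzyme-free buffer wells were negative controls.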
BLM inh: blocks DNA unwinding by human BLM helicase; P54132; recombinant BLM DNA unwinding, fluorescence dequenching; Potency, µM (doses to about 56.1 µM), without a hit: top-dose activity change, negative = inhibition, usual class: inhibitors; 350,000 tested, 0.2% active; AID 2528;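 further: potency means the concentration at half of the fitted maximal effect; plate controls were vehicle for no effect and no enzyme for full effect; nearly all actives have a fitted effect of over 35% in size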
ERG Ets-DNA blk: ERG Ets/DNA interaction inhibition. fluorescence polarization, His-ERG Ets domain / labelled DNA. Potency, µM (top dose mostly 76.9 µM), for inactives: at the highest dose FP activity, negative = inhibition, actives largely listed as inhibitors. 370,000 tested, 0.028% active. AID 624246; active means well fitted inhibition curve with a large enough effect in the polarisation, with a control signal flat; inconclusive means small, poorly fitted or top-dose-only effect, or effect the other way, or a change in a side signal; inactive means no such curve, though single readings can be large or run the other way; the % refers to the polarisation;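 further: polarization taken with two DNA probes labelled with fluorescein and Texas red; potency means the concentration at half of the fitted maximal effect; % of control where 0% means no effect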
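His-tagged ERG Ets domain (1 uM in the protein solution; 300mM KCl, 50mM Tris-HCl, 1mM EDTA, 1mM DTT, pH 7.5) received compound, then a probe mix of 5 nM fluorescein-DNA and 100nM Texas-615-DNA. Fluorescence polarization was read for both dyes.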
* = called active by the depositor; i = inactive; ? = inconclusive; . = not tested or not shown; & = joins results of further samples; [ ] = another dose, or the depositor's remark. Unless noted, the call rests on the fitted dose curve; in most records, active means well fitted curve in the direction sought with a large enough effect; inconclusive means small, poorly fitted or top-dose-only effect, or another doubt; inactive means no such curve, though single readings can be large; an effect the other way counts as inactive or inconclusive. These rows are one share of the data; count on the stated rates, not on these rows.

SMILES | APEX1 inh | Pol kappa inh | ALOX12 inh | Apoferritin bind | TRHR ag | POLB inh | Pol iota inh | BLM inh | ERG Ets-DNA blk
COc1ccc(C2=NN(C(C)=O)C(c3cn(-c4ccccc4)nc3-c3cccs3)C2)cc1 (stereo not given) | . | -5% | 0% | 8% | 3.2 | 0% | -6% | -4% | 0%
CC(Oc1ccc(F)cc1)C(=O)Nc1ccc(N2CCOCC2)cc1N1CCOCC1 (stereo not given) | -8% | -1% | -13% | . | 0.0 | . | -4% | . | -6%
Cc1ccc(CNS(=O)(=O)c2ccc([N+](=O)[O-])cc2)cc1 | 52%[activator] | -19% | ? | -15% | -1.0 | 2% | 14% | -10% | 8%
C#CCOCCOCCOCCNc1nc(N2CCN(C(=O)Cn3cc(CC(C)O)nn3)CC2)nc(N2CCN(C(=O)[C@H]([C@@H](C)CC)n3cc(CCCCN)nn3)CC2)n1 (stereo not given in full) | . | 0% | ? | . | . | . | 20% | . | 12%
CC1CN(C(=O)Cc2ccc(-c3ccccc3)cc2)CC(C)O1 (stereo not given) | 0% | 0% | -18% | -9% | -0.2 | 12% | -5% | -3% | -7%
O=C(NCCCn1ccnc1)c1cccc(Cl)c1 | -2% | -1% | i | -7% | 0.9 | 60% | 86%[activator] | -4% | 0%
CC(NC(=O)Nc1ccccc1F)C(C)(C)C (stereo not given) | 5% | 4% | -3% | ? | 0.3 | 2% | 17% | 0% | -3%
CSc1cccc(Nc2cc(C(=O)NC3CCCCC3)c3ccccc3n2)c1 | . | 0% | -5% | -4% | 2.6 | 2% | -19% | 1% | 2%
CCNC(=S)NNc1nc(N2CCCCC2)nc(N2CCOCC2)n1 | 2% | -6% | ? | -4% | 0.4 | 45% | 22% | 0% | 6%
Cc1nc2c(C(=O)NCCc3ccc(Cl)cc3)c[nH]n2c(=O)c1Cc1ccc(Cl)cc1 | . | ? | -1% | -9% | -0.2 | 22µM* | 79µM* | -24% | 0%
O=C1C=C(c2cc3ccccc3o2)C[C@@H](c2ccc(F)cc2)C1 | -1% | 3% | -7% | . | -0.5 | . | -15% | . | -6%
CCc1cc(=O)oc2cc(OCC(=O)N3CCc4ccccc43)ccc12 | -1% | . | . | -5% | -0.2 | -11% | . | -2% | .
CCN(CC)CCNC(=O)c1nn(-c2ccc(Cl)cc2)c2c1CCc1cc(OC)ccc1-2 | . | -7% | ? | . | . | . | 1% | . | 3%
O=C(CN1CCOCC1)NNC(=S)Nc1ccccc1 | 7% | ? | 10% | -1% | 0.3 | 1% | ? | -3% | ?
O=C(CCc1ccccc1)c1ccc2c(c1)OCCCO2 | 11% | -16% | 0% | ? | 0.9 | 1% | 9% | -3% | 4%
CCOc1ccc(C(=O)NC(=S)Nc2cccc(NC(=O)c3ccco3)c2)cc1[N+](=O)[O-] | 0% | 1% | ? | -9% | -0.7 | -15% | -3% | 0% | -16%
CC1CCN(S(=O)(=O)c2ccc(S(=O)(=O)NCc3ccccc3)cc2)CC1 | 2% | -14% | -26% | -3% | 0.6 | 7% | 22% | 1% | 2%
CC1(C)CC(C)(c2ccc(O)cc2O)N(c2ccc3ccccc3c2)C(=S)N1 (stereo not given) | -2% | -15% | 18µM* | -19% | 0.3 | -3% | 4% | -6% | -2%
CCCCc1cc(=O)oc2cc(OCC(=O)N(CC)CC)c(Cl)cc12 | 13% | -3% | 2% | -6% | -0.1 | 3% | -2% | -2% | 0%
CCN(C(=O)Cn1c(Cl)nc2c1c(=O)n(C)c(=O)n2C)C1CCCCC1 | 54% | -18% | ? | . | . | . | 2% | . | 9%
CCOc1ccc(OCC)c(NC(=O)CNS(=O)(=O)c2cccs2)c1 | -2% | -8% | 0% | -8% | 0.2 | -13% | 15% | -4% | -11%
O=C1C2C3C=CC(C3)C2C(=O)N1c1cccnc1 (stereo not given) | 3% | 0%[60.1 µM] | 6%[57.4 µM] | ? | 0.3 | 27% | 3% | 2% | .
Cc1cccc(C(=O)NC(C)C(=O)NC(c2nc3ccccc3[nH]2)C(C)C)c1 (stereo not given) | 25% | 1% | -7% | . | -1.4 | . | -3% | . | -4%
Cc1c(Cl)cccc1NC(=O)CCN1C(=O)NC(C)(C)C1=O | -7% | 1% | 1% | . | -0.1 | . | -12% | . | 4%
CCOC(=O)N1CCN(C(=O)/C(=C/c2cccs2)NC(=O)c2cccs2)CC1 | 10% | 0% | -8% | -16% | -0.6 | -24% | 103%[activator] | -2% | 6%

Quoted at random: 2 compounds from above
SMILES | APEX1 inh | Pol kappa inh | ALOX12 inh | Apoferritin bind | TRHR ag | POLB inh | Pol iota inh | BLM inh | ERG Ets-DNA blk
CC1CCN(S(=O)(=O)c2ccc(S(=O)(=O)NCc3ccccc3)cc2)CC1 | 2% | -14% | -26% | -3% | 0.6 | 7% | 22% | 1% | 2%
CCOc1ccc(C(=O)NC(=S)Nc2cccc(NC(=O)c3ccco3)c2)cc1[N+](=O)[O-] | 0% | 1% | ? | -9% | -0.7 | -15% | -3% | 0% | -16%

Carrying on:
SMILES | APEX1 inh | Pol kappa inh | ALOX12 inh | Apoferritin bind | TRHR ag | POLB inh | Pol iota inh | BLM inh | ERG Ets-DNA blk
COc1cnc(SCC(=O)O)[nH]c1=O | 0% | -6% | -2% | -10% | 0.7 | 3% | 3% | 2% | 0%
COc1cc(C=C2C(=O)c3ccccc3C2=O)cc(OC)c1OC | -1% | -11% | ? | 10% | 0.4 | 0% | 89µM* | -4% | -4%
O=C(Cc1ccccc1)NC(=S)Nc1cccc(C(F)(F)F)c1 | -5% | -6% | ? | ? | 1.7 | -2% | -12% | -8% | 0%
O=C(NCC(c1ccco1)N1CCc2ccccc2C1)C(=O)Nc1ccccc1F (stereo not given) | -4% | -11% | 5% | . | 0.8 | . | 22% | . | 4%
CC(=O)c1cc(-c2ccc(F)cc2)n(CCC(=O)NCc2ccccc2C)c1C | . | -3% | -29% | -6% | 0.2 | 25% | 7% | -6% | 9%
Cc1c(Cl)cccc1NC(=O)NCc1cccnc1 | 10% | 2% | -1% | -2% | -0.3 | 21% | 40%[activator] | -5% | -30%
CCCCCCCOC(=O)c1ccc(OC(=O)c2cccnc2)cc1 | 9% | -8% | -9% | ? | -0.7 | 9% | 9% | -16% | .
Cc1ccc(C(=O)N(C)CC(=O)Nc2cccc(C)c2C)o1 | -25% | -4% | -9% | -13% | -0.5 | 39% | ? | -1% | -2%
O=C(NCCO)c1ccc2[nH]c3ccccc3c2c1 | 0% | -11% | -4% | -2% | 0.6 | 35% | 5% | -4% | 1%
COc1cccc(Nc2nc3ccc(C(=O)c4ccccc4)cc3n3c(C)nnc23)c1 | . | -20% | -14% | -5% | 0.4 | 0% | 19% | -1% | -3%
CCC1Sc2ccc(S(=O)(=O)CCC(=O)Nc3ccc(C(=O)OC)cc3)cc2NC1=O (stereo not given) | 0% | -12% | -12% | -8% | 0.2 | ? | -8% | -4% | 4%
Cc1ccc(C(C)C)cc1OCCOCCN1CCCC1 | 6% | 0% | ? | -7% | 0.0 | 2% | 40%[activator] | 0% | -3%
CC(=O)N1CCC2(CCN(Cc3ccc(C#N)cc3)CC2)CC1 | 4% | -14%[60.1 µM] | 5%[57.4 µM] | . | . | . | . | 5% | .
Cc1ccc(-n2ncc(C(=O)NCc3ccccc3C)c2-n2cccc2)cc1 | . | 1% | -16% | 152%[activator] | -0.5 | 0% | -15% | -12% | -9%
C=CCOC(=O)C1=C(C)N=C2SCCC(=O)N2C1/C=C/c1ccccc1 (stereo not given) | -11% | -12% | -17% | -22% | -0.3 | 8% | -1% | -17% | -12%
Cc1ccc(C(=O)n2c3ccccc3c3ccccc32)cc1 | -3% | -2% | 0% | -3% | -0.4 | 7% | -12% | -4% | 7%
CCOc1cc(C(=O)Nc2c(NC)c3ccccc3oc2=O)cc(OCC)c1OCC | . | 17% | -7% | -2% | -1.1 | 14% | 22% | 1% | 2%
Cc1cc(=O)n2nc(-c3ccccc3)sc2n1 | 24% | -2% | 0% | 2% | 0.3 | ? | 16% | 6% | -7%
O=C(NC1CCCC1)C1c2ccccc2C(=O)N1CCCN1CCOCC1 (stereo not given) | -1% | -5% | -13% | -4% | -0.4 | -3% | -24% | 2% | -21%
Cc1cc(=O)[nH]c(N/N=C/c2ccccc2C(F)(F)F)n1 | 0% | -6% | -6% | -3% | -0.6 | -2% | 90%[activator] | -4% | -1%
Cc1cc(Oc2ccc(=O)n(C)n2)nc(SCc2ccccc2)n1 | 1% | -3% | -15% | -5% | 0.1 | 4% | -13% | 0% | -8%
CC(C)[C@H]1COCCS(=O)(=O)N1Cc1ccccc1 | . | -10%&-9% | ? | . | . | . | 8%&24% | . | -10%
CCOc1ccc2nc(C)cc(Nc3ccccc3OCC)c2c1 | . | 5% | -25% | 2% | -0.6 | 0% | -8% | 27% | 0%
Cc1c(NC(=O)C(F)(F)F)ccc2nc3c(=O)n(C)c(=O)n(C)c3nc12 | . | 2% | -27% | 66%[activator] | 2.4 | 17% | 33%[activator] | 0% | 4%
O=C(Cc1ccc(NC(=O)C2CCN(C(=O)C3CCC3)CC2)cc1)Nc1cccc(C(=O)N2CCCC2)c1 | . | 3% | 32%[activator] | . | . | . | -1% | . | -7%
CCC(=O)Nc1ccc(C(=O)NNC(=O)c2ccccc2)cc1 | 26% | -16% | 1% | -5% | 0.6 | 57% | 8% | -10% | 0%
CCCOc1ccc(CSc2n[nH]c(C)n2)cc1 | -9% | 4% | 2% | -9% | -0.7 | 11% | -11% | -1% | 14%

Individual results from above.
Under ALOX12 inh, CCOc1ccc2nc(C)cc(Nc3ccccc3OCC)c2c1 shows -25%
Under APEX1 inh, C=CCOC(=O)C1=C(C)N=C2SCCC(=O)N2C1/C=C/c1ccccc1 (stereo not given) shows -11%
